Hsp70 activator: Hsp70 transcriptional activation, primary screen; HeLa Hsp70 promoter luciferase reporter, luminescence; scaled: vehicle 0, proteasome-inhibitor control 100%; activation, % at 10 µM; 200,000 tested, 0.04% active;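 active means activation above the mean across all tested compounds plus 3 SD, cutoff set per campaign, cut at about 5.5% in these data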;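 further: 100% = MG132 at 30 µM as the positive control and 0% = DMSO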
STAT1 inh: reduces IFN-gamma driven STAT1 reporter signal | inhibition, % at 5.5 µM | 200,000 tested, 0.35% active | NIH 3T3 STAT1-luciferase reporter, luminescence | AID 920;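 active means inhibition above a set limit, the mean inhibition across all tested compounds plus 3 SD, cut at about 34% in these data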;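 further: 0% = IFN-gamma with DMSO and 100% = IFN-gamma with 300 µM nifuroxazide; values of inactives mirror those of a sister screen read the other way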
TLR4-MyD88 BLA: inhibitors of human TLR4-MyD88 binding. O00206+Q99836. HeLa CL3-4 TLR4/MyD88 BLA complementation, FRET ratio. inhibition, % at 8.4 µM. 200,000 tested, 0.18% active. AID 861; in the data active means inhibition above about 25%;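 further: 0% = vehicle and 100% = reference inhibitor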
Target sequence (O00206 whole entry, looked up): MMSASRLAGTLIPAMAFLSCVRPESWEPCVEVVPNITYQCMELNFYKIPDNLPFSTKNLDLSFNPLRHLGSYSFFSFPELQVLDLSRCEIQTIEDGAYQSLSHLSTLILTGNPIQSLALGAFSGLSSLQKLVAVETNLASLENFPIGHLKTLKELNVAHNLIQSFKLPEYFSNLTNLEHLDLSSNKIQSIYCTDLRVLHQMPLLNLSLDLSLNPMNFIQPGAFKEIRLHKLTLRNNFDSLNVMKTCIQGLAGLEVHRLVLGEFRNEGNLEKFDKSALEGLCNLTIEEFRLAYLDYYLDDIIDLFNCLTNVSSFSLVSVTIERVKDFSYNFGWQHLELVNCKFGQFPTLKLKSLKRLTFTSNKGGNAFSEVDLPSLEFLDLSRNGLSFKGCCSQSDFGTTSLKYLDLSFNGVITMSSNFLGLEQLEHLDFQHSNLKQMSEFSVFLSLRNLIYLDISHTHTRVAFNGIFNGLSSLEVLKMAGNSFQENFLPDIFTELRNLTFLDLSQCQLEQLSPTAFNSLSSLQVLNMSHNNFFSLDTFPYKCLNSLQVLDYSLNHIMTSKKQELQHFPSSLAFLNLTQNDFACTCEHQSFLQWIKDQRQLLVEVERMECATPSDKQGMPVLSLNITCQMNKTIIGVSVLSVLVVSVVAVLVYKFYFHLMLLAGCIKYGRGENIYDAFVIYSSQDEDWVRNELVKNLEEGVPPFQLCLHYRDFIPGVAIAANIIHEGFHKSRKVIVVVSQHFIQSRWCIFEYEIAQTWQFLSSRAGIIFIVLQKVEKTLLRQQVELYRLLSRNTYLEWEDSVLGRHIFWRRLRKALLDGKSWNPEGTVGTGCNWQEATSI
Target sequence (Q99836 whole entry, looked up): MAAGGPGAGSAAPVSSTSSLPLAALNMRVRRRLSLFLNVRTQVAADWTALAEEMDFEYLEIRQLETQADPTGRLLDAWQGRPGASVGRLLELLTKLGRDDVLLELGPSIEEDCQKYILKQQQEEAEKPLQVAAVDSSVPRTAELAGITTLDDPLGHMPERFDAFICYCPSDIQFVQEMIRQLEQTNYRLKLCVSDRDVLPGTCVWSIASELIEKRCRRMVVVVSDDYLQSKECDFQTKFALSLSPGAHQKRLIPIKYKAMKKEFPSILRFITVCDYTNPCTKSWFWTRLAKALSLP
DTT redox prof: compounds producing H2O2 with reducing agent – biochemical, NIH compound library profiling, artefact control for MLSCN library redox annotation, primary screen. 200,000 tested, 0.03% active. DTT-dependent redox cycling H2O2, phenol red/HRP absorbance; 100% = 100 µM peroxide control, 0% = buffer. AID 878. activation, % at 10 µM;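 active means activation of at least 50% relative to the plate's high and low controls in the primary single-dose screen; inactive means activation below 50%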;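 further: compound incubated with DTT at 0.8 mM final as the reducing agent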
STAT1 act: STAT1 signaling activation. NIH 3T3 STAT1-luciferase reporter, IFN-gamma, luminescence; 100% = IFN-gamma alone, no compound. activation (% of control), % at 5.5 µM. 200,000 tested, 2.6% active;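 active means activation above the screen-wide mean activation plus 3 SD, cut at about 130% in these data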;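 further: raw ratio to IFN-gamma control signal so 100% means no change and 0% no light; values of inactives mirror those of a sister screen read the other way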
NF-kB expr up: NF-kB expression increase, human neuronal cells; NF-kB reporter expression; active compounds read high; fold change at 12.5 µM; 190,000 tested, 1.6% active; AID 1239; in the data active means fold change above about 3.3
HMGR II inh: inhibitors of class II HMG-CoA reductase from Enterococcus faecalis; inhibition, % at 10 µM; AID 1066; 190,000 tested, 0.41% active; purified E. faecalis HMGR, NADPH absorbance 340 nm kinetic;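 active means inhibition above a set limit, the median over all tested compounds plus 3 SD, cut at about 9.5% in these data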;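 further: enzyme runs in reverse so mevalonate oxidation gives rising NADPH absorbance; 0% = complete reaction with DMSO and 100% = background rate lacking mevalonate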
APP 5'UTR act: activates APP 5'UTR luciferase reporter; SH-SY5Y APP 5'UTR luciferase reporter, luminescence; zero percent = DMSO vehicle wells; AID 1276; activation, % at 2 µM; 190,000 tested, 1% active;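 active means activation above a set limit, based on mean plus 3 SD of controls, cut at about 140% in these data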; further: values of inactives mirror those of a sister screen read the other way
STAT3 activator: activators of IL-6 induced STAT3 signaling | AID 871 | U3A cells, IL-6 STAT3-luciferase reporter, luminescence; 100% = signal with IL-6 EC80 alone | activation (% of control), % at 5.6 µM | 190,000 tested, 0.91% active;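 active means activation above the screen-wide mean of compound activation plus 3 SD, cut at about 130% in these data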;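 further: 0% = background luminescence of wells with medium and substrate only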
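Material: STAT3-luciferase reporter U3A cells; Probe or stimulus: IL-6 (33 ng/mL); Incubation: compound pre-incubation 1 h before IL-6, then 6 h stimulation at 37 °C; Technique: luminescence from STAT3-driven luciferase reporter; Evaluation: % activation versus median of IL-6-stimulated wells; Controls: IL-6-only high control.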
STAT3 inh: STAT3 signaling inhibition | inhibition, % at 5.5 µM | 190,000 tested, 0.89% active | U3A cells, IL-6 STAT3-luciferase reporter, luminescence; host cell line lacks STAT1;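 active means inhibition above the mean inhibition across all screened compounds plus 3 SD, cut at about 44% in these data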;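 further: 0% = DMSO only wells and 100% = 100 µM nifuroxazide control wells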
* marks the source's active call; other numbers are inactive results; nt = not tested or not shown.

compound,NF-kB expr up,Hsp70 activator,DTT redox prof,STAT3 inh,STAT1 inh,TLR4-MyD88 BLA,STAT1 act,STAT3 activator,APP 5'UTR act,HMGR II inh
Cn1c(=O)c2c(SCc3cccnc3)nc(CC(C)(C)C)nc2n(C)c1=O,0.79,-0.1,-0.7,5,1,-7,99,104,nt,-2
COc1ccc2c(c1)C(=NO)c1cc(OC)ccc1-2,2.7,-0.5,0.5,20,-4,4,103,88,8,0
O=C(O)CC(c1ccc(Cl)cc1)N1C(=O)CCC1=O (stereo not drawn),1.4,-0.1,1.2,4,2,9,98,99,21,3
COc1cc(OC)c(C2C3=C(CCCC3=O)Nc3nc4ccccc4n32)cc1OC (stereo not drawn),0.98,0.3,-2.1,12,9,12,93,96,29,4
CCOC(=O)c1c(CC(C)C)csc1NC(=O)COC(=O)c1cc(OC)c(OC)cc1[N+](=O)[O-],0.99,-0.4,1.5,-5,-5,-8,105,104,11,-1
Cc1nn(C)c(C)c1CN(C)C(=O)C1(C)CC1(Br)Br (stereo not drawn),0.9,-0.1,-0.1,2,-11,7,109,101,14,-1
CN(C(=O)N1CCN(S(=O)(=O)c2ccccc2)CC1)c1ccccc1,0.94,0.1,-1.0,15,6,-11,95,95,3,-4
CCOC(=O)c1cc(C)n(-n2cnnc2)c1C,1,-0.4,0.1,2,-5,7,104,101,0,-1
O=C(c1cc2c(cc1Br)OCCCO2)N1CCCCC1,1.2,-0.4,0.0,-4,8,-9,93,102,8,1
Cc1nn(CC(=O)NCc2ccc(-n3cccn3)cc2)c(C)c1[N+](=O)[O-],0.71,-0.3,-0.2,25,-6,1,105,81,12,-1
COc1cc([N+](=O)[O-])ccc1NC(=O)Cc1ccc(C)cc1,0.87,0.0,-0.5,15,0,-8,100,94,9,3
CCCOc1ccc(C(=O)Nc2ccc(N3CCN(C(C)=O)CC3)cc2)cc1,1,0.3,-0.5,17,11,-21,90,87,14,-2
CCc1[nH]c(C)c(C(C)=O)c1C,1,-0.1,0.6,10,-3,-12,103,96,-6,-11
COc1ccc(C2CC(=O)n3nc(C45CC6CC(CC(C6)C4)C5)nc3S2)cc1OC (stereo not drawn),0.87,-0.3,0.3,-1,6,5,95,101,-1,-9
COc1ccc(-n2c(-c3ccccc3)nc(=S)c3c2CCCC3)cc1,1.3,0.3,-3.4,20,5,3,96,89,1,3
CCc1cccc(Nc2c([N+](=O)[O-])cc(C(=O)N3CC(=O)Nc4ccccc43)cc2[N+](=O)[O-])c1,1,-0.2,1.3,-12,-1,-1,101,109,7,-4
COc1ccc(Cl)cc1NC(=S)N(Cc1ccc(C(=O)O)cc1)Cc1ccc(OC)c(OC)c1,0.8,-0.3,-0.1,-3,-6,3,105,104,-5,-1
CC(=O)/C(N)=N/Nc1cccc(Cl)c1,1.3,-0.5,0.1,-2,0,-6,100,100,-2,-3
COCCOC(=O)c1c(C)oc2ccc(O)c(CN3CCC(C)CC3)c12,1.4,-0.2,-0.1,3,-5,-2,106,103,-7,-1
Fc1cccc2sc(Nc3nnc(-c4ccccc4)o3)nc12,2.5,-0.1,-2.4,0,-14,-11,112,107,56,-10
COc1ccccc1/C=C/C=N/n1c(-c2cc(C)[nH]n2)n[nH]c1=S,1.2,-0.3,0.0,6,11,1,90,91,4,-11
Cc1ccc(C2CC(=O)NC(SCC(=O)OCc3ccccc3)=C2C#N)o1 (stereo not drawn),1.1,-0.5,0.5,2,8,8,92,99,-18,3
CN(NC(=O)Nc1ccc(Cl)cc1)c1ncc(C(F)(F)F)cc1Cl,nt,0.1,0.9,1,1,6,100,108,8,nt
N=C1C(=O)OCC1c1ccccc1NC(=O)CN1CCOCC1 (stereo not drawn),0.98,-0.2,0.1,-1,-5,6,104,104,8,-2
CC(C)(O[C@@H]1O[C@H](CO)[C@@H](O)[C@H](O)[C@H]1O)[C@H]1Cc2cc3ccc(=O)oc3cc2O1,1.3,-0.3,-0.6,8,13,-12,88,91,-9,-3

A few values from the entries so far.
CCOC(=O)c1c(CC(C)C)csc1NC(=O)COC(=O)c1cc(OC)c(OC)cc1[N+](=O)[O-] @ NF-kB expr up: 0.99
COc1ccccc1/C=C/C=N/n1c(-c2cc(C)[nH]n2)n[nH]c1=S @ HMGR II inh: -11

Continuation:
compound,NF-kB expr up,Hsp70 activator,DTT redox prof,STAT3 inh,STAT1 inh,TLR4-MyD88 BLA,STAT1 act,STAT3 activator,APP 5'UTR act,HMGR II inh
COc1ccc(OC)c(/C=N/NC(=O)CNC(=O)c2ccc(S(=O)(=O)N3CCCC3)cc2)c1,1.1,0.0,0.0,-5,-3,11,103,109,-5,1
CCN1C(=O)C2(C(C#N)=C(N)Oc3n[nH]c(-c4ccc(Cl)cc4)c32)c2ccccc21 (stereo not drawn),1.4,-0.2,0.0,-5,5,-14,95,110,-3,1
CCOC(=O)C1CCN(c2c(NCc3ccc(C(=O)NC(C)CC)cc3)c(=O)c2=O)CC1 (stereo not drawn),0.94,-0.2,1.4,-4,0,-2,100,105,22,-4
Cc1cc(S(=O)(=O)N(Cc2ccccn2)Cc2ccco2)ccc1-n1cnnn1,1,-0.2,-0.2,-14,-2,4,104,116,2,-1
CC1CCCCN1C(=S)Nc1ccc(OC(F)F)cc1 (stereo not drawn),1.1,-0.2,0.3,2,0,12,100,100,23,2
CC(C)(C)n1nc2c(c1NC(=O)COc1ccc(Cl)cc1)CSC2,1.1,-0.1,1.6,-4,-3,6,102,106,3,1
Cc1cc2cc(C(c3nnnn3Cc3ccccc3)N3CCc4ccccc43)c(=O)[nH]c2cc1C (stereo not drawn),0.94,0.7,2.1,-28,11,-5,90,130,-16,0
Cc1ccc(N2CC(C(=O)Nc3ccc(S(=O)(=O)N4CCOCC4)cc3)CC2=O)cc1 (stereo not drawn),0.89,-0.6,2.5,-5,-8,1,108,108,-3,-3
Cc1nnc(N(Cc2ccco2)C(=O)c2ccc(C#N)cc2)s1,1.2,0.6,0.8,0,5,0,95,101,0,2
O=C(Cn1nc(C(F)(F)F)c2c1CCC2)NCc1ccc(Cl)cc1,0.83,-0.4,1.1,-2,-2,-9,107,103,9,-1
O/N=C/c1nc2cc(Cl)ccc2o1,1.1,0.0,-1.6,-20,-5,-12,103,120,31,-1
COc1ccc(C(=O)Nn2c(CCC(=O)O)ccc2-c2ccc(C)cc2)cc1OC,1,-0.4,-0.5,0,-11,5,109,104,-9,-5
N/C(COc1ccc(Cl)cc1)=N\NS(=O)(=O)c1ccccc1,1.2,0.1,1.4,1,-7,-7,106,102,-6,-3
O=C(NCCC1=CCCCC1)c1cnc2n(c1=O)CCS2,1.5,0.1,0.5,-5,-32,2,133*,107,45,3
Cc1ccc(C(=O)Nc2ccc3c(c2)CCC3)o1,7.8*,0.1,-2.4,9,-38,2,137*,96,119,-6
COc1ccc(N/C(N)=N/c2nc(CSc3ccc(Cl)cc3)cc(=O)[nH]2)cc1,0.98,-0.4,1.9,13,14,-11,87,90,-5,-6
Cc1ccc(C)c2nc(N3CCCC3)c(C#N)cc12,0.85,0.0,-0.8,-8,6,-8,95,112,16,0
O=C(CCCC(=O)OCC(Cl)=C(Cl)Cl)Nc1cccc(F)c1,1.1,0.3,-8.5,6,3,4,97,99,-9,-3
CCCCn1c(-c2ccsc2)nc2c1c(=O)[nH]c(=O)n2CCC,1.1,0.2,0.5,14,2,-3,98,91,3,0
COC(=O)CCCCCC(CCC(=O)OC)NC(C)=O (stereo not drawn),1.6,-0.4,10,12,1,-11,99,98,2,-3
CCCCNc1nc(=S)n(-c2ccccc2)c(C)c1C(C)=O,1,0.2,0.5,5,-8,-5,104,100,-1,0
CC(C)CNS(=O)(=O)c1ccc2c(c1)OCCO2,1,-0.1,0.3,-7,-1,4,101,103,-11,-3
CN1C(=O)C(c2nnc(Nc3cccc4ccccc34)s2)C2CC1(C)Oc1ccccc12 (stereo not drawn),0.76,-0.2,-0.1,-4,-8,-1,107,102,3,1
CCOC(=O)/C(C#N)=C1\C=CN(C)C(C)=N1,1.6,-0.4,1.9,13,1,-1,99,92,2,-5
CC(C)(C)C1CCc2c(C(=O)N/N=C/c3cccs3)csc2C1 (stereo not drawn),2.4,0.3,-3.9,-14,-33,1,129*,115,17,-6

Marked active in NF-kB expr up, among the entries above:
SMILES | NF-kB expr up | Hsp70 activator | DTT redox prof | STAT1 inh | TLR4-MyD88 BLA | STAT1 act | STAT3 activator | APP 5'UTR act | HMGR II inh
Cc1ccc(C(=O)Nc2ccc3c(c2)CCC3)o1 | 7.8* | 0.1 | -2.4 | -38 | 2 | 137* | 96 | 119 | -6

Next section.
compound,NF-kB expr up,Hsp70 activator,DTT redox prof,STAT3 inh,STAT1 inh,TLR4-MyD88 BLA,STAT1 act,STAT3 activator,APP 5'UTR act,HMGR II inh
Cc1ccc(NCc2nnc(SCc3ccc(C#N)cc3)n2Cc2ccco2)c(C)c1,0.81,-0.1,2.3,10,-4,1,104,100,3,-1
COc1cccc(CNc2ccc(N3CCC(C)CC3)cc2)c1OC,1.4,-0.6,1.7,16,3,-2,97,89,-1,0
Cc1nnc(SCC(=O)N2CCN(S(=O)(=O)c3ccccc3)CC2)n1Cc1ccccc1,1.2,-0.2,1.0,10,6,-1,95,93,7,0
Cc1cccc(N(C(=O)Cn2nnc(-c3ccc(F)cc3)n2)C(C(=O)NC(C)(C)C)c2ccncc2)c1 (stereo not drawn),1.2,-0.2,-0.6,-2,2,10,98,107,11,-3
COc1ccc(-c2nc(-c3cccs3)c(-c3cccs3)[nH]2)cc1OC,0.36,0.6,0.0,19,0,-16,100,89,-7,-4
O=C(O)COc1ccc2c3c(c(=O)oc2c1)CCCC3,1.4,-0.1,-0.3,11,5,-9,94,92,-3,0
O=C(Cc1ccccc1)Nc1nc2ccccc2[nH]1,1.4,0.3,6.0,-5,-2,2,102,109,-4,-1
Cc1ccc(S(=O)(=O)NCc2ccc(C(=O)N3CCN(c4ccccn4)CC3)cc2)cc1,0.65,-0.1,-0.5,18,9,7,92,91,8,-3
O=C(CCl)Nc1ccc(N=Nc2ccccc2)cc1,3.1,-0.4,0.1,15,-27,-11,124,89,31,-1
CCOC(=O)C1(CCCc2ccccc2)CCN(C(=O)CCn2cnnn2)CC1,0.89,-0.4,-1.1,-4,-1,-1,100,107,5,-7
COc1ccc(C(CC(=O)O)NC(=O)COc2ccc(C)cc2)cc1OC (stereo not drawn),1.5,0.0,0.3,4,16,1,85,100,8,1
N#Cc1ccc(C(=O)N2CCN(S(=O)(=O)c3ccc(Br)s3)CC2)cc1,1.2,-0.1,-0.1,-5,13,-9,86,106,-9,-2
COc1ccc(/C(O)=C/c2nc3ccc(C(=O)NCCc4cccc(C)c4)cc3[nH]c2=O)cc1OC,0.7,-0.4,1.0,-8,5,-3,96,110,-13,3
COC(=O)c1cn(NC(=O)Cc2ccccc2Br)c(=O)c2ccccc12,1.1,-0.4,-0.9,1,4,16,95,102,25,-2
COc1ccc(NC(=O)CSc2nc(N)c3cc4c(nc3n2)CCCC4)cc1,1.1,-0.3,0.1,-6,-6,-5,106,110,38,-6

Bioassay records as filed in PubChem BioAssay.
